mcGAS inh: inhibitors of mouse cGAS; Q8C6L5; recombinant cGAS, Kinase-Glo ATP depletion luminescence; inhibition, % at 12.5 µM; 0.15% of 160,000 active;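 also: 0% = negative control wells and 100% = reference inhibitor with no enzyme activity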
NPYLR7 ag: activates Aedes aegypti NPYLR7 receptor. HEK293T NPYLR7/Galpha15, GCaMP6s calcium fluorescence. activation, % at 10 µM. 0.15% of 270,000 active; in the data active = activation above about 40%;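 also: 0% = vehicle and 100% = reference agonist at the receptor; some compounds past the cut are filed as inactive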
hcGAS lum: human cGAS inhibition | 0.081% of 290,000 active | Q8N884 | AID 1259398 | inhibition, % at 12.5 µM | recombinant h-cGAS, ATP depletion, Kinase-Glo luminescence;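 also: 0% = vehicle reaction and 100% = reaction without DNA for no activity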
Target sequence (Q8N884 whole entry, looked up): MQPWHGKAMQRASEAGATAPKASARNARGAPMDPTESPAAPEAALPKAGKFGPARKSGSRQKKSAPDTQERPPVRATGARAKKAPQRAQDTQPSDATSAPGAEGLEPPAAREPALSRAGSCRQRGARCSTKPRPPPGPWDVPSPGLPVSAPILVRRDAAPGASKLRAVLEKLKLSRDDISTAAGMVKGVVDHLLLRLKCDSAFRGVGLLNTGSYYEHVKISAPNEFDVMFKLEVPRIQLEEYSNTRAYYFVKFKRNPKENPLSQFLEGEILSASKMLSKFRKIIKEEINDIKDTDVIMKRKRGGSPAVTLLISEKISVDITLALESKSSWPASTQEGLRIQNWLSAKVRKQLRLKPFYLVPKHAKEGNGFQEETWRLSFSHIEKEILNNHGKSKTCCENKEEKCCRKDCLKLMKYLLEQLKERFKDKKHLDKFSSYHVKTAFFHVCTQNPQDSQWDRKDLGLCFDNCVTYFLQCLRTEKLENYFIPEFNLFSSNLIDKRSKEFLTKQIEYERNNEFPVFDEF
* = called active by the depositor; · = not tested or not shown; & = joins results of further samples. Rule as the data show it, unless noted: active = inhibition above about 40%; inactive = the rest. This is a subset; rates above refer to the full screens.

SMILES | mcGAS inh | NPYLR7 ag | hcGAS lum
Cc1cc(C)n(-c2ccc(CC(=O)N3CCN(C)CC3C)cc2)n1 (stereo not drawn) | -13.1 | 4.0 | -8.5
Cc1cccc2nc(C(=O)Nc3ccc(C#N)c(Cl)c3)cn12 | -5.6 | 14.3 | -14.0
CC(=O)CC1C2([N+](=O)[O-])CN(CCBr)CC1([N+](=O)[O-])c1ccccc1C2=O (stereo not drawn) | · | 7.5 | -1.4
Cc1cc(N2CCC(N3[C@@H]4CC[C@H]3CNC4)CC2)nc(N)n1 | -6.4 | · | -12.4
CCOC(Cn1cc(C(=O)Nc2ccc(C)cc2Cl)nn1)OCC | · | 2.6 | -4.9
C[C@@H]1O[C@@H](O[C@H]2C[C@@H](O)[C@]3(CO)C4C(CC[C@]3(O)C2)[C@@]2(O)CC[C@H](C3=CC(=O)OC3)[C@@]2(C)C[C@H]4O)[C@H](O)[C@H](O)[C@H]1O (stereo partly drawn) | · | -3.0 | -4.0
Cc1cccc2cc(CN3CCCN4CCC[C@H]4C3)c(=O)[nH]c12 | · | 3.8 | -4.3
Cc1ccc(C)c(S(=O)(=O)N2CCN(CCOC(c3ccccc3)c3cccc(C(F)(F)F)c3)CC2)c1 (stereo not drawn) | -8.2 | 4.1 | -11.4
O=C(CN1C(=O)c2ccccc2C1=O)Nc1ccc(Cl)cc1C(=O)c1ccccc1 | · | -4.8 | -4.5
CCOC(=O)[C@H]1CN(S(=O)(=O)c2ccccc2)[C@]2(C)C(=O)N(CC(=O)N(C)C)c3ccccc3[C@H]12 | -5.0 | 26.3 | 6.4
Cc1cccc([C@H](C)c2cnc[nH]2)c1C | -12.5&-5.1 | 0.7&-3.4 | -7.8&-0.3
N[C@H](CCCCCP(=O)(O)O)C(=O)O | 6.9 | 2.8 | 8.5
Cc1noc(C)c1CN(C)C(=O)C1(c2ccccc2)CCNCC1 | · | 2.8 | -15.5
Cc1csc(NC(=O)c2cccn(Cc3ccccc3C)c2=O)n1 | · | 12.5 | -11.1
COC(=O)C1C(=N)Oc2cc(C)[nH]c(=O)c2C12C(=O)N(Cc1ccccc1)c1ccccc12 (stereo not drawn) | -7.7 | -3.2 | -3.4
CCS(=O)(=O)N1CCCC(C(=O)N2CCC3(CC2)OCCO3)C1 (stereo not drawn) | -4.0 | · | -1.3
CC1=C2[C@H]3OC(=O)[C@@H](C)[C@@H]3CC[C@@]2(C)C=CC1=O | · | -9.3&17.4 | -6.4&-3.5
O=C(CN1CC=C(c2ccccc2)CC1)Nc1ccc(F)cc1F | · | 0.6 | -3.4
CCOc1c(Cl)cc(C=C(C#N)C#N)cc1OC | -4.9 | 1.0 | 0.2
CN(N=O)c1cc(O)ccc1O | 1.4 | -8.1 | 3.2
CCOC(=O)C12C(=O)Oc3ccc4ccccc4c3C1C2(CC)C(=O)c1ccccc1 (stereo not drawn) | -2.9 | -10.1 | 0.6
Cc1cc(N2CCCN3CCC[C@H]3C2)nc(-c2ccccc2)n1 | -11.8 | 2.2 | 0.9
CC1=CCCC2C1(C)CCC(C)C2(C)CC/C(C)=C/C[n+]1cn(C)c2c(N)ncnc21 (stereo not drawn) | · | 5.2 | -1.6
C#CCN(C)S(=O)(=O)c1ccc(Cn2nc(C(=O)NOCc3ccccc3)c3ccccc32)cc1 | -3.9 | 18.9 | -5.7
COc1cc(OC)c(C2=CCN(CC(=O)Nc3nc(C)cs3)CC2)c(OC)c1 | -15.4 | 14.0 | -8.6
CCN(CC)CCN(C(=O)Cc1ccccc1)c1nc2ccc(F)cc2s1 | -5.9 | -4.6 | -4.2
CNC(=O)[C@@H]1[C@@H](c2ccccc2)CN2CCN(CC3CC3)C[C@H]12 | -3.9 | 8.1 | -5.3
COc1cccc([C@@H]2CCN(Cc3n[nH]c(C)c3Cl)C[C@H]2O)c1 | · | 12.6 | -4.8
CC(N)C(O)c1ccc(O)c(O)c1 (stereo not drawn) | · | 53.8 | -4.0
CC(C)(C)NCC(O)c1cc(Cl)c(N)c(Cl)c1 (stereo not drawn) | -2.5 | 12.6&16.1&12.7 | -6.6&-6.3&-4.0
Cc1cc(NC(=O)c2cn(C(C)(C)C)c3ncccc23)ccc1Br | -4.9 | -0.4 | 0.0
CC(C)(C)c1nn(-c2ccc(F)cc2)c2c1C(c1cccc(Cl)c1)SCC(=O)N2CC(=O)NCc1ccccn1 (stereo not drawn) | -3.2 | 19.2 | -4.5
N#Cc1cccc(C(=O)N2CCN(CCOC(c3ccccc3)c3ccc(N4CCOCC4)cc3)CC2)c1 (stereo not drawn) | -7.7 | -1.4 | -9.4
OC(CN1CCOCC1)c1csc2ccccc12 (stereo not drawn) | · | 4.5 | -0.2
COc1ccc2c(c1OC)C(=O)O[C@@H]2[C@H]1c2cc3c(cc2CCN1C)OCO3 | · | -5.5 | -5.0&-3.1
CC(Cc1cnccn1)N(C)CC(C)(C)N1CCCCC1 (stereo not drawn) | -5.5 | · | -12.2
CN(C)CC(=O)N1C[C@@H]2C[C@H](C1)c1c(-c3cncnc3)ccc(=O)n1C2 | -6.5 | -7.4 | -6.4
COc1ccc2c(c1)c(C(=O)NCCCN1CCCC1=O)nn2Cc1ccc(C(=O)N2CCOCC2)cc1 | -4.9 | 3.0 | -2.8
CC1(C)C2CC(=O)[C@]3(C)C(CC[C@@]4(C)[C@H](c5ccoc5)OC(=O)[C@H]5O[C@]543)[C@@]2(C)C(=O)C[C@H]1O (stereo partly drawn) | -1.3 | · | -5.0
COCCN(CC(=O)Nc1nc(CC(=O)N2CCN(C/C=C/c3ccccc3)CC2)cs1)C(=O)c1ccc(F)cc1 | 2.1 | -9.5 | 3.0
NC(=O)C1CCN(C2COC3(CCNCC3)C2)CC1 (stereo not drawn) | -8.7 | -12.5 | -4.7
c1ccc(CN2CCN(CCCSc3cc4ccccc4[nH]3)CC2)cc1 | · | -9.0 | -1.3
Cc1cc(Cl)cc2sc(N3CCN(C)CC3)nc12 | -4.8 | 1.3 | -9.5
CC12CN3CC(C)(C1=O)C(=O)C(C)(C3)C2=O | · | -0.1 | -7.8
COc1ccc(C)cc1NC(=O)c1cccn(Cc2cccc(C)c2)c1=O | · | 11.5 | -11.6
CC(Cc1ccccc1F)NC(=O)CCNC(=O)OC(C)(C)C (stereo not drawn) | -8.0 | 1.2 | -7.1
C=CCOC(CN1CCN(C(=O)Cc2ccc(OC)cc2)CC1)c1cccc(N2CCCC2)c1 (stereo not drawn) | -4.7 | · | -4.6
CN(C)P(=S)(/C=C(/Br)c1ccccc1)N(C)C | · | -0.2 | -7.9
Cc1ccc(OCC(=O)N2CCN(Cc3ccc(-c4noc(CC(C)C)n4)cc3)CC2)cc1 | -2.3 | 23.1 | -2.4
O=C(c1cccnc1Oc1ccc(Cl)cc1)N1CCN(CCOC(c2ccccc2)c2ccccc2)CC1 | -5.1 | 3.0 | -0.7
Cc1nc(CC(=O)N(CCN2CCOCC2)Cc2ccco2)c(C)s1 | · | 20.0 | -9.1
CC(=O)NBr | -3.0 | 7.0 | -1.9
Cn1nnc2c(N3CCNCC3)ncnc21 | · | -3.0 | -9.6
CN1C(=O)NC(=O)/C(=C/c2cccc(OCC(=O)O)c2)C1=O | -4.8 | -3.3 | -2.7
Cc1cc(Cl)ccc1C(=O)C1CCCN(Cc2ccn[nH]2)C1 (stereo not drawn) | · | 1.8&-2.5 | -3.3&-4.0
NC(=O)c1ccc(NC(=O)c2nn(Cc3ccc(S(=O)(=O)N4CCOCC4)cc3)c3ccccc23)cc1 | -5.9 | 7.7 | -4.0
NC(Cc1cc(O)c(O)cc1O)C(=O)O (stereo not drawn) | 8.7 | -6.2 | 5.7
COCCN(CC(=O)Nc1nc(CC(=O)N2CCN(C/C=C/c3ccccc3)CC2)cs1)C(=O)c1ccco1 | -5.8 | -6.0 | -7.7
CCOC(=O)[C@H]1CN(C(=O)c2ccno2)[C@]2(C)C(=O)N(C)c3ccccc3[C@H]12 | -6.7 | 16.8 | -3.9
C[C@]12CC[C@H](O)CC1=CCC1C2CC[C@]2(C)C(=O)CC[C@@H]12 (stereo partly drawn) | · | -5.0 | -4.0

Rewritten as a markdown table: entries from further up.
| Compound | mcGAS inh | NPYLR7 ag | hcGAS lum |
| --- | --- | --- | --- |
| CC(=O)NBr | -3.0 | 7.0 | -1.9 |
| Cn1nnc2c(N3CCNCC3)ncnc21 | · | -3.0 | -9.6 |
| CN1C(=O)NC(=O)/C(=C/c2cccc(OCC(=O)O)c2)C1=O | -4.8 | -3.3 | -2.7 |
| Cc1cc(Cl)ccc1C(=O)C1CCCN(Cc2ccn[nH]2)C1 (stereo not drawn) | · | 1.8&-2.5 | -3.3&-4.0 |
| NC(=O)c1ccc(NC(=O)c2nn(Cc3ccc(S(=O)(=O)N4CCOCC4)cc3)c3ccccc23)cc1 | -5.9 | 7.7 | -4.0 |

Following part.
SMILES | mcGAS inh | NPYLR7 ag | hcGAS lum
CCCCOP(=O)(CC#N)OCCCC | · | 9.9 | -6.4
COc1cc(OC)c(C=NNP(=S)(c2ccccc2)c2ccccc2)c(OC)c1 | · | -1.6 | -8.5
N#CC(C#N)=Cc1ccc2ncccc2c1 | · | 7.1 | -7.2
COc1c(C)cc(C(=O)C2CCCN(C3CCCC3)C2)cc1C (stereo not drawn) | -2.6 | 1.8 | -4.9
COc1ccccc1C1SCC(=O)N(CC(=O)NCc2ccco2)c2c1c(C(C)(C)C)nn2-c1ccccc1Cl (stereo not drawn) | -4.9 | 17.4 | -3.6
CC(Cc1ccc(Cl)cc1)N(C)Cc1nncn1C (stereo not drawn) | · | 6.3 | -10.3
O=C(NCC1CCCO1)c1nn(Cc2ccc(OC(F)F)cc2)c2ccccc12 (stereo not drawn) | -1.4 | -2.3 | -1.2
C#CCN[C@H](C)Cc1ccccc1 | -1.6 | -5.3 | 2.3
CC1(C)CC2(CCCN(CC#N)C2)CCS1 (stereo not drawn) | -4.0 | -2.5 | -6.7
FC(F)(F)c1cccc(C(OCCN2CCN(Cc3ccoc3)CC2)c2ccccc2)c1 (stereo not drawn) | 1.3 | -12.8 | -2.0
Cc1cccc(-n2nc(C(C)(C)C)c3c2N(CC(=O)O)C(=O)CSC3c2ccc3c(c2)OCO3)c1C (stereo not drawn) | -3.9 | 3.1 | -0.8
C1CCC(CN(C2CCCC2)C2CC2)OC1 (stereo not drawn) | · | 25.1 | 3.3
CC(C(=O)Nc1ccc(C#N)c(Cl)c1)N(C)Cc1cccs1 (stereo not drawn) | · | 2.6 | 4.6
Cc1ccccc1CN1CCN(C(C)C)C(CCO)C1 (stereo not drawn) | -11.3 | 10.3 | -6.9
COc1ccc(C2N3CCCN2CC3)cc1 (stereo not drawn) | · | -2.5 | -6.9
COc1cc(CC(C)N)c(OC)cc1I (stereo not drawn) | -3.4 | -0.8 | -0.7
COc1ccc(C(=O)OC2C[C@H]3CC[C@H](C2)N3C)cc1OC (stereo partly drawn) | · | -4.2 | -9.5
CC(C)c1cc(C(=O)N2CCCC3(CCNC3)C2)no1 (stereo not drawn) | -17.5 | · | -4.4
CCn1cc(CNC(C)Cc2ccc(C)cc2)cn1 (stereo not drawn) | · | 18.5 | -3.0
O=C(c1cnccn1)N1C[C@@H](c2cc(F)cc(F)c2)[C@@H]2[C@H]1C1CCN2CC1 | · | 0.3 | -3.5
CC(c1nc2ccccc2n1C(F)F)N1CC=C(c2ccc(O)cc2)CC1 (stereo not drawn) | · | -1.4 | -1.3
Cc1ccnc(CC(C)N(C)Cc2cc(=O)n3c4c(cccc24)CCC3)c1 (stereo not drawn) | -6.2 | 1.9 | -7.4
COC(=O)c1ccc(COC(CN2CCN(C(=O)Cc3ccccc3)CC2)c2ccc(Cl)cc2)cc1 (stereo not drawn) | -4.0 | -3.2 | -0.4
CC(=O)N1CN(C(C)=O)CN(C(C)=O)C1 | · | -5.4 | -1.4

Sorted by length of the SMILES (smallest number first): some entries from above
SMILES | mcGAS inh | NPYLR7 ag | hcGAS lum
CCn1cc(CNC(C)Cc2ccc(C)cc2)cn1 (stereo not drawn) | · | 18.5 | -3.0
COc1ccc(C(=O)OC2C[C@H]3CC[C@H](C2)N3C)cc1OC (stereo partly drawn) | · | -4.2 | -9.5
CC(c1nc2ccccc2n1C(F)F)N1CC=C(c2ccc(O)cc2)CC1 (stereo not drawn) | · | -1.4 | -1.3
Cc1ccnc(CC(C)N(C)Cc2cc(=O)n3c4c(cccc24)CCC3)c1 (stereo not drawn) | -6.2 | 1.9 | -7.4
COC(=O)c1ccc(COC(CN2CCN(C(=O)Cc3ccccc3)CC2)c2ccc(Cl)cc2)cc1 (stereo not drawn) | -4.0 | -3.2 | -0.4

Compound activity (PubChem BioAssay)
